# TSHR antag: antagonists of human thyroid stimulating hormone receptor | P16473 | TSHR-expressing cells, TSH-stimulated cAMP HTRF, 2 h; hits give low values | activity change, negative = inhibition, % at 11.5 µM | 0.2% of 330,000 active;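 active means activity change below a set negative limit, meaning inhibition stronger than a set level, cut at about -70% in these data; inconclusive means activity change between two set negative limits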; further: on the % scale 0 is the no-effect control and ±100 the full control effect
#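 Competitive HTRF cAMP read-out (cryptate anti-cAMP antibody, cAMP-d2; 30 min, room temperature) in freshly harvested TSHR cells. Compounds added before TSH at EC80 (4nM final), followed by 2 hours' incubation at 37 deg C.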
# Mito fusion act: mitochondrial division inhibition or fusion activation. S. cerevisiae fusion-defective mutant growth rescue, CellTiterGlo 48 h. Potency, µM (top dose mostly 46.1 µM), without a hit: at the top dose growth rescue (activation), usual class: activators. 0.23% of 320,000 active;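 further: potency means the concentration at half of the fitted maximal effect; % of control where 0% means no effect; nearly all actives have a fitted effect of over 45% in size; temperature-sensitive fusion mutants such as fzo1-1 at 37 °C on non-fermentable ethanol glycerol medium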
#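 Temperature-sensitive fusion-defective S. cerevisiae (e.g. fzo1-1, mgm1-5) were grown with compound in YPEG medium (3% ethanol, 3% glycerol) for 48 hours at 37C. Growth rescue was measured as viability by CellTiterGlo luminescence after 10 minutes at ambient.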
# ASM inhibitor: human S-ASM enzyme inhibition; P17405; placental ASM, HMU-PC fluorogenic substrate, 60 min; Potency, µM (doses to about 57.5 µM), without a hit: at the top dose activity change, negative = inhibition, hits mostly inhibitors; 0.006% of 340,000 active; further: potency means the concentration at half of the fitted maximal effect
# Target sequence (P17405 47-631 limits assumed): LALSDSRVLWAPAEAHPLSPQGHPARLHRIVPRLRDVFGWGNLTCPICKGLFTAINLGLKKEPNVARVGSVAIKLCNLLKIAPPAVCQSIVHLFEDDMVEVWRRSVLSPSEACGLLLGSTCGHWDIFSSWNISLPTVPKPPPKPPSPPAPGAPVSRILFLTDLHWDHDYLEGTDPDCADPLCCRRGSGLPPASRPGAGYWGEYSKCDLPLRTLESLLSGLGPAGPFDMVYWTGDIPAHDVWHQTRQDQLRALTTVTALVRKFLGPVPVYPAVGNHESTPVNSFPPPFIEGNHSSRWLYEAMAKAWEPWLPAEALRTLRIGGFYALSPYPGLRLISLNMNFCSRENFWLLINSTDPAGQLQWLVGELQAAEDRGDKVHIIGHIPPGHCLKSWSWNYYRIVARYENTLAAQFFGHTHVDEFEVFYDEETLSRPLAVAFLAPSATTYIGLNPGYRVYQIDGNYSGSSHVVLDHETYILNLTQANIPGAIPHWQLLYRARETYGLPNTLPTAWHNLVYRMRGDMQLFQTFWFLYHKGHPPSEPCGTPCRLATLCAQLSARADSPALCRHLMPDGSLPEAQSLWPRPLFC
#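 Steps: dispense placental human ASM, pin compound, wait 10 min at room temperature, add HMU-PC0 substrate at 9 uM final, incubate 60 min at 37 °C, add stop solution raising pH to 10, read fluorescence.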
# Tb PFK inh: inhibitors of T. brucei phosphofructokinase. O15648. T. brucei PFK, ADP-Glo luminescence. Potency, µM (doses to about 57.5 µM), inactives show top-dose activity, negative = inhibition, usual class: inhibitors. 0.17% of 330,000 active;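 further: potency means the concentration at half of the fitted maximal effect; 0% = uninhibited 1x PFK enzyme wells and -100% = no-enzyme wells; nearly all actives have a fitted effect of over 60% in size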
# Target sequence (O15648 whole entry, looked up): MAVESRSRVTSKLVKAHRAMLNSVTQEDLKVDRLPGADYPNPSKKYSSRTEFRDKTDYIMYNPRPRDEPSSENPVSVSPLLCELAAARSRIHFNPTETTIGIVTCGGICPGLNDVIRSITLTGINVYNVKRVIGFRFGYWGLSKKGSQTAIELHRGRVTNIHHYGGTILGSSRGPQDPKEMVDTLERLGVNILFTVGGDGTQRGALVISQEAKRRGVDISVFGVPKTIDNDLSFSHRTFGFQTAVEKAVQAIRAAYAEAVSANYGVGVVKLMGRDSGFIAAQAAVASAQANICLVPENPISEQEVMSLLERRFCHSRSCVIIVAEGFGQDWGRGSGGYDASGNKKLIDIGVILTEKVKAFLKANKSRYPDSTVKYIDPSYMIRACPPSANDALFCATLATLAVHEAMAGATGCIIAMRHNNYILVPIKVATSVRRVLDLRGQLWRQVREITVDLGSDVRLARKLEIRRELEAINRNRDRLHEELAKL
#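 In TEA buffer at pH 8.0 with 5 mM MgCl2, enzyme (1.25 nM) converted F6P (0.5 mM) and ATP (0.1 mM) for 45 min at room temperature. ADP product was read by luciferase luminescence.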
# BCR signal inh: inhibitors of chronic active B-cell receptor signaling. ABC-DLBCL IkBa-CBG/CBR reporter, luminescence ratio, 4 h. Potency, µM (top dose mostly 46.1 µM), without a hit: top-dose ratio change, negative = lower green/red ratio, usual class: inhibitors. 0.05% of 340,000 active; active means well fitted inhibition curve with a large enough effect in the signal ratio, with a control signal flat, not every such curve was filed as active; inconclusive means small, poorly fitted or top-dose-only effect, or effect the other way, or a change in a side signal; the % refers to the signal ratio;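 further: potency means the concentration at half of the fitted maximal effect; plate controls were basal doxycycline-induced cells for no effect and cells given 10 µM MG132 for full effect; MG132 reads +100%, hits lower the ratio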
#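 Cell line TMD8 (human ABC DLBCL), stably expressing tet-inducible CBG68-IkBa fusion and CBR; IMDM/0.5% FBS; cpd up to 46 uM; dox induction, 4 h, 37C/5% CO2; dual luminescence; green/red ratio; MG132 control.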
# Eya2 inh: inhibitors of human Eya2 phosphatase activity | O00167 | recombinant Eya2, OMFP fluorescence dephosphorylation (OMFP is methylfluorescein phosphate) | Potency, µM (series often up to 76.9 µM), for the others: top-dose activity, negative = inhibition, usual class: inhibitors | 0.006% of 330,000 active; further: potency means the concentration at half of the fitted maximal effect; on the % scale 0 is the no-effect control and ±100 the full control effect
#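 Eya2 protein (added as 0.2 uM solution) was preincubated with compound for 10 min at ambient temperature in 50 mM HEPES pH 7.5, 50 mM NaCl, 5 uM MgCl2, 0.05% BSA, 1 mM DTT. OMFP (added at 50 uM) then reacted 10 min; fluorescence read at 485/525 nm.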
# ELG1 repair inh: ELG1-dependent DNA repair inhibition; HEK293T ELG1-luciferase reporter, luminescence, 16 h; DNA damage induced by 5-fluorouridine; Potency, µM (doses to about 46.1 µM), inactives show top-dose activity change, negative = inhibition, most hits filed as inhibitors; 2.3% of 330,000 active; AID 504467; further: potency means the concentration at half of the fitted maximal effect; on the % scale 0 is the no-effect control and ±100 the full control effect; nearly all actives have a fitted effect of over 55% in size
#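 Step one: seed 2,000 cells per well. Step two: pin-transfer compound or DMSO alongside 5-fluorouridine. Step three: incubate 16 hr, 37 °C, 5% CO2. Step four: add ONE-Glo, wait 30 min, read luminescence.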
# PTAP TSG101 blk: blocks PTAP/TSG101 interaction to inhibit HIV-1 budding | Fluorescence polarization, FITC-PTAP peptide / Tsg101 binding | Q99816 | Potency, µM (highest dose often 115 µM), for the others: at the highest dose activity change, negative = inhibition, hits mostly inhibitors | 340,000 tested, under 10 active; active means well fitted inhibition curve with a large enough effect in the main read-out, with a control signal flat, not every such curve was filed as active; inconclusive means small, poorly fitted or top-dose-only effect, or effect the other way, or a change in a side signal; inactive means no such curve, though single readings can be large or run the other way; further: potency means the concentration at half of the fitted maximal effect; % of control where 0% means no effect
#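 Steps: Tsg101 binding domain dispensed (10 uM final), compounds pinned in DMSO, FITC-labeled PTAP-motif peptide added (50 nM final); after 20 min binding at room temperature, polarization measured.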
# TCR act: activates T cell receptor signaling; primary human leukocytes, anti-CD3, IL-2 HTRF, 48 h; 330,000 tested, under 10 active; AID 504894; Potency, µM (highest dose often 9.22 µM), without a hit: at the highest dose activation of IL-2 secretion, actives largely listed as activators; further: % of control where 0% means no effect
#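 Activity was scored as IL-2 release from primary human leukocytes given only a TCR signal (a-CD3 beads) plus compound for 48 hr. Detection used a two-antibody HTRF format read at 665nm.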
# a7 integrin act: activates integrin-mediated alleviation for muscular dystrophy. alpha7betagal myoblasts, beta-gal FDG fluorescence, 48 h. Potency, µM (highest dose often 38.3 µM), for the others: at the highest dose activation, actives largely listed as activators. 0.064% of 350,000 active. AID 624291;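 further: potency means the concentration at half of the fitted maximal effect; 100% = response of the positive control SU9516; nearly all actives have a fitted effect of over 60% in size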
#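 alpha7betagal+/- myoblasts (passage 13, 250/well) treated 48 h at 37C with compounds at 1:260 dilution of DMSO stock. Lysed, then beta-galactosidase activity read as FDG fluorescence (ex 480/em 540) after 30 min, with pre-read for autofluorescence.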
# A-T KAP1 phos: potential ataxia-telangiectasia treatment | […] A-T fibroblasts, KAP-1 phosphorylation AlphaLISA; neocarzinostatin DNA damage 30 min before lysis | Potency, µM (doses to about 57.5 µM), for inactives: at the highest dose activation, hits mostly activators | 0.19% of 320,000 active; further: potency means the concentration at half of the fitted maximal effect; % of control where 0% means no effect; nearly all actives have a fitted effect of over 45% in size
#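 ATM-like activity read as KAP-1 phosphorylation via AlphaLISA donor/acceptor antibody pairs after lysis and 6 hr at 25C. Cells were ATM-null patient fibroblasts ([…], hTERT), dosed 60 min, then exposed to the DSB inducer NCS for 30 min.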
# * hit, by the source's call; ? = inconclusive; . = no result given; [ ] = another dose, or the depositor's remark. Unless noted, the call rests on the fitted dose curve; in most records, active means well fitted curve in the direction sought with a large enough effect; inconclusive means small, poorly fitted or top-dose-only effect, or another doubt; inactive means no such curve, though single readings can be large; an effect the other way counts as inactive or inconclusive. Compounds were not picked by outcome; any-hit rate near 3.2%.
Compound,TSHR antag,Mito fusion act,ASM inhibitor,Tb PFK inh,BCR signal inh,Eya2 inh,ELG1 repair inh,PTAP TSG101 blk,TCR act,a7 integrin act,A-T KAP1 phos
COC(Cn1cc(C)c(=O)[nH]c1=O)OC,8,-4%,-4%,0%,?,-3%,18%,0%,-2%,18%,0%
COc1ccc(NC(=O)c2ccco2)cc1NC(=O)c1cccc(OC(C)C)c1,-11,7%,-12%,-4%,?,11%,?,-2%,2%,-23%,3%
COc1cccc(N2CN(C3CCCCC3)CNC2=S)c1,-1,1%,3%,3%,-18%,-9%,10%,-3%,-3%,9%,-11%
Cc1ccc(-c2nc(NCC3CCCO3)sc2C)cc1 (configuration not stated),-3,-10%,-5%,-3%,5%,-4%,?,1%,7%,1%,-10%
O=C(COC(=O)CSc1ccc(Br)cc1)NCc1ccco1,-9,-2%,1%,-3%,22%,2%,19%,-1%,-10%,13%,-1%
CCCOc1cccc(OCCSc2nc(C)cc(=O)[nH]2)c1,-17,11%,-3%,-5%,-15%,5%,26%,-8%,-2%,4%[7.66 µM],0%
O=C(COC(=O)/C=C/c1ccccc1Cl)NC(=O)Cc1ccccc1,4,1%,-13%,9%,-7%,-1%,-2%,0%,8%[46.1 µM],14%,2%
Cn1c(N)c(C(=O)COC(=O)c2cc(S(=O)(=O)N3CCCCC3)ccc2Cl)c(=O)n(C)c1=O,-10,-1%,-7%,-1%,?,-8%,-8%,0%,2%[46.1 µM],-7%,-7%
O=C(Nc1ccc(N2CCN(C(=O)c3cccs3)CC2)cc1)c1cccc(F)c1,-1,-4%,-6%,-1%,-6%,-13%,15µM*,-4%,-6%,2%,1%
Cc1cc(C(=O)OCC(N)=O)c(C)n1-c1ccccc1,-2,0%,-1%,-9%,6%,9%,?,0%,-3%,1%,-5%
CCN(CC)Cc1cc(C(=O)O)c(-c2ccccc2)o1,2,0%,2%,-8%,-2%,-9%,6%,-3%,2%,-24%,-11%
COc1ccc(C=C2c3ccccc3C(=O)c3ccccc32)c(OC)c1,-1,9%,.,5%,?,-22%,23µM*,.,.,.,-23%
CC(=O)c1ccc(OC(=O)COc2ccccc2)cc1,4,2%,3%,-1%,1%,6%,4%,2%,0%,?,3%
O=C(CSC1=NCCN1)NC(c1ccccc1)c1ccccc1,16,-3%,3%,-15%,?,1%,23%,2%,4%,-15%,-30%
CCn1c(CSc2nnc(-c3ccncc3)n2CCOC)nc2cc(C(=O)O)ccc21,0,-5%,1%,7%,-14%,-3%,2%,-6%,-5%,6%,8%
CN=C1c2c(-c3ccccc3)c3cc(OC)ccc3n2CCN1C,30,2%,43%[activator],3%,?,-17%,25%,-3%,-5%,-45%[inhibitor],9%
COc1ccc(C(C#N)c2ccc(=O)[nH]n2)cc1 (configuration not stated),3,-1%,0%,-2%,-3%,-2%,1%,-1%,1%,-10%,2%
CCC(=O)Nc1sc2c(c1C(=O)N(C)C)CCCCC2,-3,-3%,6%,-2%,-18%,-12%,3%,-1%,0%[46.1 µM],14%,3%
COc1ccccc1C(CNC(=O)c1cc(S(=O)(=O)N2CCOCC2)ccc1C)N1CCCC1 (configuration not stated),4,-4%,-2%,1%,-1%,-17%,7%,-1%,6%,-12%,-4%
COc1ccc(NC(=O)Nc2cccc(C)n2)c(OC)c1,26,-17%,-7%,0%,?,24%,?,-5%,6%,21%,10%
CCOc1ncccc1C(=O)OCC(=O)Nc1cc(S(=O)(=O)N2CCOCC2)ccc1C,4,-3%,4%,-1%,?,-2%,-4%,-1%,-3%[46.1 µM],8%,7%
O=C(NCC(=O)N(CC1CCCO1)C(C(=O)NC1CCCCC1)c1cccnc1)c1cccs1 (configuration not stated),1,-4%,1%,1%,3%,-4%,5%,-3%,-5%,4%,-3%
Nc1nc(=S)c2[nH]cnc2[nH]1,1,4%,1%,?,?,4%,4%,2%,2%,.,11%
COc1ccc(N2CCN(C(=O)COC(=O)c3ccc(-n4nc(C)cc4C)cc3)CC2)cc1,-38,0%,-3%,-6%,-1%,2%,-13%,-7%,1%,-9%,8%
O=C(Nc1ccc(-c2cnco2)cc1)c1ccc(F)cc1F,-12,-2%,-1%,0%,?,-6%,?,0%,-1%,?,34%

# Fetched by structure from above:
Compound,TSHR antag,Mito fusion act,ASM inhibitor,Tb PFK inh,BCR signal inh,Eya2 inh,ELG1 repair inh,PTAP TSG101 blk,TCR act,a7 integrin act,A-T KAP1 phos
Cc1cc(C(=O)OCC(N)=O)c(C)n1-c1ccccc1,-2,0%,-1%,-9%,6%,9%,?,0%,-3%,1%,-5%
COc1ccc(C=C2c3ccccc3C(=O)c3ccccc32)c(OC)c1,-1,9%,.,5%,?,-22%,23µM*,.,.,.,-23%

# Entries of single compounds, looked up by structure:
# Shown for `Cc1cc(C(=O)OCC(N)=O)c(C)n1-c1ccccc1` = TSHR antag: -2; Mito fusion act: 0%; ASM inhibitor: -1%; Tb PFK inh: -9%; BCR signal inh: 6%; Eya2 inh: 9%; ELG1 repair inh: ?; PTAP TSG101 blk: 0%; TCR act: -3%; a7 integrin act: 1%; A-T KAP1 phos: -5%
# Shown for `O=C(Nc1ccc(N2CCN(C(=O)c3cccs3)CC2)cc1)c1cccc(F)c1` = TSHR antag: -1; Mito fusion act: -4%; ASM inhibitor: -6%; Tb PFK inh: -1%; BCR signal inh: -6%; Eya2 inh: -13%; ELG1 repair inh: 15µM*; PTAP TSG101 blk: -4%; TCR act: -6%; a7 integrin act: 2%; A-T KAP1 phos: 1%

# Next entries.
Compound,TSHR antag,Mito fusion act,ASM inhibitor,Tb PFK inh,BCR signal inh,Eya2 inh,ELG1 repair inh,PTAP TSG101 blk,TCR act,a7 integrin act,A-T KAP1 phos
CC(C(=O)Nc1ccc(C(N)=O)cc1)N1C(=O)c2ccccc2S1(=O)=O (configuration not stated),27,6%,0%,11%,-10%,8%,15%,-3%,8%,18%,11%
CCc1nnc(NC(=O)c2ccc(S(C)(=O)=O)cc2)s1,2,3%,2%,-3%,9%,-1%,?,-4%,11%,17%,-9%
CNc1nc(C)c(C#N)c(-c2ccccc2)c1C(C)=O,3,6%,5%,-1%,1%,20%,0%,0%,5%,-13%,-5%
C/C(=N\NC(=O)c1nnn(-c2nonc2N)c1CN(C)c1ccccc1)c1ccccc1O,0,-2%,37%,-7%,-24%,-5%,?,1%,4%,-17%,-4%
CN1CCN(CC(O)COCCOc2ccc(Br)cc2)CC1 (configuration not stated),9,-1%,5%,1%,2%,8%,-7%,-2%,0%[46.1 µM],-3%,10%
COc1cccc(CNCC(=O)N2C(C)CCCC2C)c1 (configuration not stated),-15,-1%,4%,1%,-1%,14%,8%,-1%,.,4%[7.66 µM],7%
Cc1ccc(Nc2c([N+](=O)[O-])ccc3c2=NC2(CCCCC2)N=3)cc1,-9,-4%,-6%,0%,5%,-4%,10%,0%,0%,-11%,4%
O=C(Nc1ccc(Cl)cc1)NC1(C(=O)NCCCN2CCOCC2)CCCCC1,-1,-3%,1%,0%,22%,4%,?,3%,7%,-32%,-2%
CCOC(=O)N1CCN(C(=O)C(C)SCc2ccccc2)CC1 (configuration not stated),11,5%,1%,0%,-1%,4%,1%,-10%,-4%,-13%,2%
Cc1cc(C)n2nc(C(=O)N3CCOCC3)nc2n1,9,-4%,3%,-2%,2%,-7%,11%,-1%,-10%,10%,2%
CCOc1ccc(-c2[nH]ncc2Oc2ccccc2OCC)c(O)c1,-1,12%,-7%,-4%,-14%,17%,-22%,-3%,-5%,-13%,10%
Nc1nnc(SCc2ccc(F)cc2)s1,.,5%,0%,.,.,.,.,-2%,4%,-4%[7.66 µM],.

# Screening results (PubChem)
